TNAP Pi inh = blocks human TNAP phosphate release; inhibition, % at 20 µM; 21,000 tested, under 10 active; AID 614; purified TNAP, pNPP, malachite green phosphate absorbance; P05186
Target sequence (P05186 whole entry, looked up): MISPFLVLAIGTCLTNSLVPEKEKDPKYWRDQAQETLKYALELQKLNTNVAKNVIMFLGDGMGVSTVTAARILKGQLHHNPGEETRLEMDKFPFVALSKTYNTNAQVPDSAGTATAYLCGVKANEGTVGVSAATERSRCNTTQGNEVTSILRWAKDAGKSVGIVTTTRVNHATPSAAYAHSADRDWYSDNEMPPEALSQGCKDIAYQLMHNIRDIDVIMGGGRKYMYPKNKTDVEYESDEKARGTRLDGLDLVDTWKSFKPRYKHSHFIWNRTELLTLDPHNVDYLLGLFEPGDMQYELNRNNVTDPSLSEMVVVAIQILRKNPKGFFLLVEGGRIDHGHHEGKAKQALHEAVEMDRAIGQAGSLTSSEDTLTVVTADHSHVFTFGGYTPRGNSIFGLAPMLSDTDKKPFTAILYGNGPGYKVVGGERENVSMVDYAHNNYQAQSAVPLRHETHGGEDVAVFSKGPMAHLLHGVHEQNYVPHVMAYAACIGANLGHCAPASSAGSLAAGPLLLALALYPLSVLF
TNAP inh pNP = inhibitors of human tissue-nonspecific alkaline phosphatase. inhibition, % at 20 µM. 21,000 tested, under 10 active. purified TNAP, pNPP hydrolysis, absorbance 405 nm;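 also: 0% = DMSO only wells and 100% = 1 mM levamisole wells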
* marks the source's active call; other numbers are inactive results.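 The calls were made as follows: active = inhibition above 50% at the 20 µM single-dose screen; inactive = the rest.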 This is a subset, so the mix of outcomes need not match the whole.

What do the screens show for `N#Cc1c(C#N)c(-c2ccccc2)n(-c2ccc(C(=O)O)cc2)c1N`?
TNAP Pi inh: 1; TNAP inh pNP: 1

Results for COC(=O)c1c(NC(=O)c2ccc(C)o2)sc2c1CCCCC2 ?
TNAP Pi inh: 14; TNAP inh pNP: 1

What do the screens show for `COc1cccc(CNc2ccc(S(N)(=O)=O)cc2)c1OC`?
TNAP Pi inh: 6; TNAP inh pNP: 0

What do the screens show for `CCCNC(=O)NC(=O)CSc1nnc(-c2ccncc2)n1CC`?
TNAP Pi inh: 15; TNAP inh pNP: 5

What do the screens show for `COc1ccc(NC(=O)c2cc(-c3ccc(C)o3)nc3ccccc23)cc1OC`?
TNAP Pi inh: 14; TNAP inh pNP: 7

Results for O=C(NC(NCCCN1CCOCC1)(C(F)(F)F)C(F)(F)F)C1CCCCC1 ?
TNAP Pi inh: 2; TNAP inh pNP: -10

What do the screens show for `Cc1cc(C)n2ncc(C(=O)NCc3cccnc3)c2n1`?
TNAP Pi inh: 20; TNAP inh pNP: 3

How did COc1cccc2[nH]c3c(N4CCC(C)CC4)ncnc3c12 do in these assays?
TNAP Pi inh: -1; TNAP inh pNP: -9

How did CN(Cc1c(F)cccc1Cl)c1nnnn1-c1ccccc1 do in these assays?
TNAP Pi inh: -10; TNAP inh pNP: 2

Results for O=C(CS(=O)(=O)Cc1ccccc1)N1CCN(Cc2ccc3c(c2)OCO3)CC1 ?
TNAP Pi inh: 8; TNAP inh pNP: 4

What do the screens show for `CC1(C)Cc2c(C#N)c(SCCC#N)nc(N3CCOCC3)c2CS1`?
TNAP Pi inh: 7; TNAP inh pNP: 5

Results for O=C(CSc1nc2scc(-c3ccco3)c2c(=O)n1-c1ccccc1)NCC1CCCO1 (configuration not stated) ?
TNAP Pi inh: -6; TNAP inh pNP: -2

Results for CN(C)C(=O)Oc1ccc[n+](C)c1 ?
TNAP Pi inh: 4; TNAP inh pNP: 0

Results for C=CCn1c(-c2ccccc2)nc2nc3ccccc3nc21 ?
TNAP Pi inh: 0; TNAP inh pNP: 5

Results for COC(=O)c1cc(COC(=O)c2cccnc2SC)oc1C ?
TNAP Pi inh: 16; TNAP inh pNP: 2

Results for CCC(NC(=O)Nn1cnnc1)(C(F)(F)F)C(F)(F)F ?
TNAP Pi inh: 6; TNAP inh pNP: 4

What do the screens show for `Nc1ncnc2nc(SCCc3ccccc3)[nH]c12`?
TNAP Pi inh: 2; TNAP inh pNP: -5

How did O=S(=O)(c1ccc2c(c1)OCO2)N1CCN(c2nnnn2-c2ccccc2)CC1 do in these assays?
TNAP Pi inh: -4; TNAP inh pNP: -8

What do the screens show for `CC(C)=CCSc1nnc([C@@H](NC(=O)OC(C)(C)C)C(C)C)o1`?
TNAP Pi inh: -4; TNAP inh pNP: 8

How did Cc1ccc(C)c(NC(=O)C2CC=CCC2C(=O)O)c1 (configuration not stated) do in these assays?
TNAP Pi inh: 15; TNAP inh pNP: 5

What do the screens show for `Cc1cc(NC(=O)Cn2nnc3sc4c(c3c2=O)CCC(C(C)(C)C)C4)no1` (configuration not stated)?
TNAP Pi inh: 4; TNAP inh pNP: -1

What do the screens show for `CCCC(=O)Nn1cnc2c(c1=O)C1(CCCC1)Cc1ccccc1-2`?
TNAP Pi inh: -3; TNAP inh pNP: -3

Results for O=c1cc2c(n[nH]1)CCCC2 ?
TNAP Pi inh: -2; TNAP inh pNP: -13

How did CCNC(=O)CSc1nc2ccccc2c(=O)n1CCCOC(C)C do in these assays?
TNAP Pi inh: 9; TNAP inh pNP: 1

How did COc1ccc2occ(C(=O)c3ccc(N=C(C)N(C)C)cc3)c2c1 do in these assays?
TNAP Pi inh: -5; TNAP inh pNP: 6

Results for Clc1ccc(Cl)c(OCCN2CCOCC2)c1 ?
TNAP Pi inh: 5; TNAP inh pNP: -2

Results for COc1ccc(S(=O)(=O)N(C(C)=O)c2ccc3oc(=O)sc3c2)cc1 ?
TNAP Pi inh: 0; TNAP inh pNP: 0

Results for CN(Cc1nc(-c2ccccn2)no1)S(=O)(=O)c1ccccc1 ?
TNAP Pi inh: 17; TNAP inh pNP: 3

Results for O=C(CCC(=O)N1CCCC1)Nc1nnc(C2CCCCC2)s1 ?
TNAP Pi inh: 18; TNAP inh pNP: 10

What do the screens show for `NS(=O)(=O)c1ccc(CNC(=O)c2ccc(Br)o2)cc1`?
TNAP Pi inh: -5; TNAP inh pNP: -17

What do the screens show for `O=C(CN1C(=O)NC2(CCCCCC2)C1=O)c1ccc2c(c1)OCCO2`?
TNAP Pi inh: -3; TNAP inh pNP: 7

How did Cc1csc(NC(=O)c2c(O)c3cccc4c3n(c2=O)CCC4)n1 do in these assays?
TNAP Pi inh: 13; TNAP inh pNP: 5

What do the screens show for `O=C(Nc1c(F)c(F)c(F)c(F)c1F)C1CCCCC1`?
TNAP Pi inh: 14; TNAP inh pNP: 2

How did Cc1cnc(Nc2nc3ccccc3o2)nc1C(=O)Nc1cccc(C(F)(F)F)c1 do in these assays?
TNAP Pi inh: 12; TNAP inh pNP: 3

What do the screens show for `COc1ccc(OC)c(C2C(C(=O)c3ccc(C)o3)=C(O)C(=O)N2CCCN2CCOCC2)c1` (configuration not stated)?
TNAP Pi inh: 0; TNAP inh pNP: 0

What do the screens show for `CS(=O)(=O)N1CCc2cc(-c3csc(NCC4CCCO4)n3)ccc21` (configuration not stated)?
TNAP Pi inh: 2; TNAP inh pNP: -3

What do the screens show for `Cc1cc(NC(=O)CSc2nnc(C3CC3)n2N)no1`?
TNAP Pi inh: 4; TNAP inh pNP: -2

How did CC(COc1cccc2ccccc12)CN1CCN(C)CC1 (configuration not stated) do in these assays?
TNAP Pi inh: 10; TNAP inh pNP: 4

What do the screens show for `Cc1c(NC(=O)c2cnn3c(C(F)(F)F)cc(-c4ccco4)nc23)c(=O)n(-c2ccccc2)n1C`?
TNAP Pi inh: 12; TNAP inh pNP: 1

How did CN1C(=O)SC(Nc2ccccc2C(=O)O)C1=O (configuration not stated) do in these assays?
TNAP Pi inh: 10; TNAP inh pNP: 3

How did CCSc1nc(=S)n(CC)c(C)c1C(C)=O do in these assays?
TNAP Pi inh: 6; TNAP inh pNP: 0

Results for N#CC1=C(N)Oc2n[nH]c(-c3ccccc3)c2C1c1cccnc1 (configuration not stated) ?
TNAP Pi inh: 0; TNAP inh pNP: 0

Results for C=CCn1c(SCC(=O)Nc2sc(C)c(C)c2C(=O)OCC)nnc1-c1sc(N)nc1C ?
TNAP Pi inh: 9; TNAP inh pNP: 1

How did N#C/C(C(=O)N1CCOCC1)=C1/SC(Cc2ccccc2)C(=O)N1c1ccccc1 (configuration not stated) do in these assays?
TNAP Pi inh: 10; TNAP inh pNP: 5

Results for CC(C)c1nnc(NC(=O)C2CCCN2S(=O)(=O)c2ccc(Cl)cc2)s1 (configuration not stated) ?
TNAP Pi inh: 2; TNAP inh pNP: 4

How did COC(=O)c1ccccc1NS(=O)(=O)c1ccc(O)c(C(=O)O)c1 do in these assays?
TNAP Pi inh: 10; TNAP inh pNP: -1

Results for Cc1ccc(C)c(OCc2nnc(NC(=O)c3ccco3)s2)c1 ?
TNAP Pi inh: 13; TNAP inh pNP: 9

How did COc1cc2[nH]c3c(N4CCC(C(N)=O)CC4)ncnc3c2cc1OC do in these assays?
TNAP Pi inh: 6; TNAP inh pNP: 4

How did COc1ccc(-n2c(C)cc(C(=O)COc3ccc(-n4cnnn4)cc3)c2C)cc1 do in these assays?
TNAP Pi inh: 3; TNAP inh pNP: 5

How did Nc1ccc2oc(-c3ccccc3Cl)nc2c1 do in these assays?
TNAP Pi inh: 0; TNAP inh pNP: 0

How did O=C1c2ccccc2C(=O)N1CCCCSc1nnc(-c2ccc(OC(F)F)cc2)o1 do in these assays?
TNAP Pi inh: 25; TNAP inh pNP: 18

How did Cc1ccc2nc(CSc3nnc(-c4ccco4)o3)cc(=O)n2c1 do in these assays?
TNAP Pi inh: 7; TNAP inh pNP: -2

Results for Cc1cc(C)c(C#N)c(SCC(=O)N2CCN(Cc3ccccc3)CC2)n1 ?
TNAP Pi inh: 4; TNAP inh pNP: 2

How did CCOc1ccc(N2C(=O)CCC2=O)cc1 do in these assays?
TNAP Pi inh: -12; TNAP inh pNP: 8

Results for CCOCCCn1c(SCC(=O)NC(C)C)nc2ccccc2c1=O ?
TNAP Pi inh: 15; TNAP inh pNP: 5

What do the screens show for `O=C(Nc1ncnc2c1ncn2C1OC(COC(=O)c2ccccc2)C(F)C1O)c1ccccc1` (configuration not stated)?
TNAP Pi inh: -2; TNAP inh pNP: 1

What do the screens show for `O=c1nc2s/c(=C\c3ccco3)c(=O)n2nc1Cc1ccccc1`?
TNAP Pi inh: 6; TNAP inh pNP: 3

Results for CCc1cc(=O)oc2c(C)c(O)c(CN(C)C)cc12 ?
TNAP Pi inh: 9; TNAP inh pNP: -1

What do the screens show for `O=C1OCC(c2ccccc2)=C1c1ccc(S(=O)(=O)N2CCOCC2)s1`?
TNAP Pi inh: 10; TNAP inh pNP: 6

Results for Oc1ccccc1C1Nc2cccc3cccc(c23)N1 ?
TNAP Pi inh: 1; TNAP inh pNP: 5

The closing two records of the section before are carried over, then new ones follow:
What do the screens show for `O=C1OCC(c2ccccc2)=C1c1ccc(S(=O)(=O)N2CCOCC2)s1`?
TNAP Pi inh: 10; TNAP inh pNP: 6

Results for Oc1ccccc1C1Nc2cccc3cccc(c23)N1 ?
TNAP Pi inh: 1; TNAP inh pNP: 5

What do the screens show for `Cc1nc(N)nc(C)c1Cc1ccccc1`?
TNAP Pi inh: 9; TNAP inh pNP: 3

Results for CC1(C)NC(=O)N(CC(O)COc2cc3ccccc3cc2C(=O)N2CCCCC2)C1=O (configuration not stated) ?
TNAP Pi inh: 0; TNAP inh pNP: 0

Results for CN(C)c1ccc(-c2nnn(CC(=O)N3c4ccccc4CCc4ccccc43)n2)cc1 ?
TNAP Pi inh: 3; TNAP inh pNP: 8

Results for Cc1ccc2[nH]c(=O)c(CN(Cc3ccco3)C(=O)c3cccs3)cc2c1 ?
TNAP Pi inh: 4; TNAP inh pNP: -1

How did COC(=O)C(NC(=O)c1ccco1)(Nc1nc(C)cs1)C(F)(F)F (configuration not stated) do in these assays?
TNAP Pi inh: 12; TNAP inh pNP: 6

How did CCOc1ncccc1C(=O)NCC1COc2ccccc2O1 (configuration not stated) do in these assays?
TNAP Pi inh: 14; TNAP inh pNP: 4

Results for CN(c1nc2c(c(=O)n(C)c(=O)n2C)n1CC(=O)c1ccccc1)C1CCCCC1 ?
TNAP Pi inh: 11; TNAP inh pNP: 5

Results for COc1cccc(OC)c1OCC(C)CNCC1CCCO1 (configuration not stated) ?
TNAP Pi inh: 8; TNAP inh pNP: 4

What do the screens show for `CC1(C)CC(=O)c2sc(N3CCCCC3)nc2C1`?
TNAP Pi inh: 12; TNAP inh pNP: 5

What do the screens show for `O=C(Nc1nnc(-c2ccco2)s1)C1CC1`?
TNAP Pi inh: 1; TNAP inh pNP: 6

Results for COc1ccc(C2C(C(=O)N3CCOCC3)=C(C)NC3=C2C(=O)CC(C)(C)C3)c(OC)c1 (configuration not stated) ?
TNAP Pi inh: 9; TNAP inh pNP: 7

Results for Cc1noc(C)c1CSc1nc2ccccc2c(=O)n1-c1ccccc1 ?
TNAP Pi inh: 5; TNAP inh pNP: 1

Results for CCN(CC)C(=O)Oc1ccc2c(=O)c(-c3ccc(OC)cc3)c(C)oc2c1 ?
TNAP Pi inh: 14; TNAP inh pNP: 6

What do the screens show for `O=c1oc2ccccc2n1CCCCCn1c(=O)oc2ccccc21`?
TNAP Pi inh: -6; TNAP inh pNP: 8

How did CCn1c(N)c(C(=O)Nc2ccccc2C(=O)OC)sc1=S do in these assays?
TNAP Pi inh: 8; TNAP inh pNP: 2

Results for O=C(c1cnn2c(C(F)(F)F)cc(-c3ccccc3)nc12)N1CCOCC1 ?
TNAP Pi inh: 4; TNAP inh pNP: 0

How did COCc1nnc(NS(=O)(=O)c2ccc(NC(C)=O)cc2)s1 do in these assays?
TNAP Pi inh: 10; TNAP inh pNP: 5

Results for CCC(C)(C)NC(=O)C1CCN(c2nc(C)cc(C)n2)CC1 ?
TNAP Pi inh: 7; TNAP inh pNP: 1

Results for CCN(CC)C(=O)COc1ccc(-c2nnc(N3CCCCC3)c3ccccc23)cc1 ?
TNAP Pi inh: 12; TNAP inh pNP: 1

Results for CCOC(=O)CNC(=O)CCCCCC(=O)NCC(=O)OCC ?
TNAP Pi inh: 0; TNAP inh pNP: 0

Results for CSc1nc2ccccc2n1Cc1cccc(F)c1 ?
TNAP Pi inh: 13; TNAP inh pNP: 3

How did N#Cc1c(N)nc(SCc2ccccn2)c(C#N)c1-c1cccs1 do in these assays?
TNAP Pi inh: 1; TNAP inh pNP: -2

How did CCCCOC(=O)CCc1nc2ccccc2[nH]1 do in these assays?
TNAP Pi inh: 12; TNAP inh pNP: 8

Results for Cc1c(O)c(CN2CCCCC2)cc2c3c(c(=O)oc12)CCC3 ?
TNAP Pi inh: 5; TNAP inh pNP: 0

What do the screens show for `N[C@@H](Cc1ccccc1)c1nnc(SCc2ccccc2Cl)o1`?
TNAP Pi inh: 6; TNAP inh pNP: 6

What do the screens show for `O=C(OCc1nc2ccccc2c(=O)[nH]1)c1cccs1`?
TNAP Pi inh: 12; TNAP inh pNP: 1

How did CCCCCOC(=O)C(C)c1c(C)[nH]c(=S)[nH]c1=O (configuration not stated) do in these assays?
TNAP Pi inh: 4; TNAP inh pNP: 2

6 entries out of the list, ordered by formula weight, high to low.
Results for CCN(CC)C(=O)COc1ccc(-c2nnc(N3CCCCC3)c3ccccc23)cc1 ?
TNAP Pi inh: 12; TNAP inh pNP: 1

Results for CCN(CC)C(=O)Oc1ccc2c(=O)c(-c3ccc(OC)cc3)c(C)oc2c1 ?
TNAP Pi inh: 14; TNAP inh pNP: 6

Results for O=C(c1cnn2c(C(F)(F)F)cc(-c3ccccc3)nc12)N1CCOCC1 ?
TNAP Pi inh: 4; TNAP inh pNP: 0

How did N#Cc1c(N)nc(SCc2ccccn2)c(C#N)c1-c1cccs1 do in these assays?
TNAP Pi inh: 1; TNAP inh pNP: -2

How did CCn1c(N)c(C(=O)Nc2ccccc2C(=O)OC)sc1=S do in these assays?
TNAP Pi inh: 8; TNAP inh pNP: 2

Results for CSc1nc2ccccc2n1Cc1cccc(F)c1 ?
TNAP Pi inh: 13; TNAP inh pNP: 3

Screening results: PubChem BioAssay, Sanford-Burnham Center for Chemical Genomics
